FLuc stim CS: affects firefly luciferase, flagging false hits in luciferase stimulation screens; ATPlite luciferase biochemical, luminescence, 10 min; 0 = ATP-free wells, 1 = DMSO control; activation factor at 10 µM; 200,000 tested, under 10 active; AID 1027;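 active means luciferase activation factor, scaled between plate controls, of at least 2 with compound at 10 µM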
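Assay system: Luciferase/luciferin detection reagent, cell-free biochemical luciferase assay / Also added: ATP substrate / Schedule: 10 min at ambient temperature / Measured by: luminescence measurement of luciferase light output / Benchmarks: low control with PBS replacing ATP, high control enzyme plus ATP without compound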
FLuc inhib CS: Photinus pyralis luciferase inhibition counter-screen; P08659; ATPLite firefly luciferase biochemical luminescence, 10 min; inhibition, % at 10 µM; 1.5% of 200,000 active; AID 1006;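 active means inhibition above about 50% when tested at 10 µM, limit read from the data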
TNAP act hiacc: activators of human TNAP at high phosphate acceptor concentration; P05186; purified TNAP, CDP-star luminescence, 1 M DEA, 30 min; stronger effect = higher value; 0 = EDTA background, 1 = DMSO-only activity; activation factor at 20 µM; 200,000 tested, under 10 active;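 active means activation factor at least 2 at 20 µM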
Target sequence (P05186 whole entry, looked up): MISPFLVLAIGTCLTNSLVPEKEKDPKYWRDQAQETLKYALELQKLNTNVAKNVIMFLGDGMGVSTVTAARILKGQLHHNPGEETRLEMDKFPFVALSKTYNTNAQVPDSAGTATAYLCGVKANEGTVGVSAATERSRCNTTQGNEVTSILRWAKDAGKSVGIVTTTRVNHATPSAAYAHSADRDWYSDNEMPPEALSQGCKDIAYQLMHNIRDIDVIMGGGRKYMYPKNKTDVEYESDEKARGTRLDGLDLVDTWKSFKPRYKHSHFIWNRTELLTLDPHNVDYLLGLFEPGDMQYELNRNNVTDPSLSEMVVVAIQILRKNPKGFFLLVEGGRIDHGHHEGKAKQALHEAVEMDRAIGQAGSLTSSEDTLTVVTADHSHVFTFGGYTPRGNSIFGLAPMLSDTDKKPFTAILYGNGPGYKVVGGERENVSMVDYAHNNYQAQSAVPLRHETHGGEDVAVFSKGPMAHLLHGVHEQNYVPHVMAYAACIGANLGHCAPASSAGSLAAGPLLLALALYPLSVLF
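Test system – human TNAP · Doses – 20 µM single point · Incubation – 30 min, room temperature · Signal – luminescent substrate turnover signal · Read-out basis – activation factor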
APP 5'UTR act: activates APP 5'UTR luciferase reporter | SH-SY5Y APP 5'UTR luciferase reporter, luminescence; zero percent = DMSO vehicle wells | activation, % at 2 µM | 1% of 190,000 active | AID 1276;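 active means activation above a set limit, based on mean plus 3 SD of controls, cut at about 140% in these data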; further: values of inactives mirror those of a sister screen read the other way
NF-kB neuron act: raises NF-kB expression in human neuronal cells | NF-kB reporter expression; stronger effect = higher value | fold change at 12.5 µM | 1.6% of 190,000 active | AID 1239; in the data active means fold change above about 3.3
TNAP inh no acc: TNAP (human) inhibition, acceptor-free conditions | P05186 | purified TNAP, CDP-star luminescence, 30 min | 0.26% of 200,000 active | inhibition, % at 20 µM;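 active means tissue-nonspecific alkaline phosphatase inhibition above about 50% at 20 µM in the single-dose screen, limit read from the data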;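 further: 0% = DMSO negative control and 100% = EDTA positive control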
bIAP act: increases bovine intestinal alkaline phosphatase activity; purified bovine IAP, CDP-star luminescence, 30 min; stronger effect = higher value; fold of DMSO-control signal, blank-subtracted; activation factor at 20 µM; 0.17% of 200,000 active;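 active means activation factor of 2 or more at 20 µM, a signal rise over negative controls twice the positive control's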
PMI act hi M6P: PMI (human) activation, high substrate; activation factor at 20 µM; 0.34% of 190,000 active; P34949; coupled PMI enzyme assay, resazurin fluorescence, 20 min; stronger effect = higher value; 1 = untreated enzyme, 0 = substrate-free blank;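 active means activation factor of 2 or more at 20 µM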
Target sequence (P34949 whole entry, looked up): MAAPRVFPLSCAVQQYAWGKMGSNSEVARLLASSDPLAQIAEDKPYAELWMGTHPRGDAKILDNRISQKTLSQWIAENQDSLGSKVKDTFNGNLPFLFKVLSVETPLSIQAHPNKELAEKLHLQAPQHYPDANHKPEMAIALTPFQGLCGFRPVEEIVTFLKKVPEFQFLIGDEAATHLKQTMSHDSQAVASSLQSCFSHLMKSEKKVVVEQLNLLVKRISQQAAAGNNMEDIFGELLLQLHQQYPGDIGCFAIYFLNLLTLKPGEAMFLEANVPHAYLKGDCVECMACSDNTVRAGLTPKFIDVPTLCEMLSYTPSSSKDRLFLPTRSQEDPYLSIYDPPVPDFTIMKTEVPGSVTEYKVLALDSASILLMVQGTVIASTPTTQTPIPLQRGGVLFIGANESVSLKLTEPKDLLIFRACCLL
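Test system: Human PMI in coupled enzyme assay | Input: 15 ng/mL PMI | Medium: HEPES-buffered pH 7.4 with magnesium and detergent | Compound: One concentration, 20 µM, in 1% DMSO | Incubation: Enzyme reaction with compound 20 min at room temperature | Detection: Diaphorase-driven resazurin-to-resorufin fluorescence, excitation 544, emission 590 nm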
PMI activator: increases human mannose-6-phosphate isomerase activity; 0.005% of 190,000 active; activation factor at 20 µM; AID 1214; P34949; purified human PMI, coupled resazurin fluorescence, 20 min; stronger effect = higher value; 1 = vehicle control, 0 substrate-free wells;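 active means activation factor of 2 or more at 20 µM, relative to plate controls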
TNAP inh hi DEA: TNAP (human) inhibition, high acceptor; P05186; 0.03% of 200,000 active; purified TNAP, CDP-star luminescence, 1 M DEA; inhibition, % at 20 µM;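 active means over 50% inhibition of tissue-nonspecific alkaline phosphatase at 20 µM in the single-dose screen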;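 further: plate controls were DMSO wells for no effect and EDTA-quenched wells as full inhibition for full effect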
* marks the source's active call; other numbers are inactive results; . = no result given.

The first 4 records as a preview:
SMILES	FLuc stim CS	FLuc inhib CS	TNAP act hiacc	APP 5'UTR act	NF-kB neuron act	TNAP inh no acc	bIAP act	PMI act hi M6P	PMI activator	TNAP inh hi DEA
COc1ccccc1NC(=O)C1=C(C)NC(=O)NC1c1ccccc1[N+](=O)[O-] (stereo not drawn)	1	3	1	7	1	-2	1.2	0.8	0.9	-1
COC(=O)CNC(=O)COC(=O)C(Cc1ccccc1)NC(=O)c1ccco1 (stereo not drawn)	1	0	1	-10	1	-8	1	1	1.1	-2
O=C(C1=NNC2C(=O)N(c3ccccc3)C(=O)C12)c1nc(Cl)ccc1Cl (stereo not drawn)	1.1	-5	1	18	1.3	-18	1	1	0.9	-3
Nc1nnc(C(F)(F)F)s1	1	-5	1	11	1.1	-9	1	1.1	1.1	-1

Main list, repeating the preview:
SMILES	FLuc stim CS	FLuc inhib CS	TNAP act hiacc	APP 5'UTR act	NF-kB neuron act	TNAP inh no acc	bIAP act	PMI act hi M6P	PMI activator	TNAP inh hi DEA
COc1ccccc1NC(=O)C1=C(C)NC(=O)NC1c1ccccc1[N+](=O)[O-] (stereo not drawn)	1	3	1	7	1	-2	1.2	0.8	0.9	-1
COC(=O)CNC(=O)COC(=O)C(Cc1ccccc1)NC(=O)c1ccco1 (stereo not drawn)	1	0	1	-10	1	-8	1	1	1.1	-2
O=C(C1=NNC2C(=O)N(c3ccccc3)C(=O)C12)c1nc(Cl)ccc1Cl (stereo not drawn)	1.1	-5	1	18	1.3	-18	1	1	0.9	-3
Nc1nnc(C(F)(F)F)s1	1	-5	1	11	1.1	-9	1	1.1	1.1	-1
O=C(C1=C[C@@H](c2ccc(Br)cc2)C[C@@H](OCCCCO)O1)N1CCOCC1	1.1	-6	1	11	1.1	-5	1	1	1	-3
COc1ccc(N=C(NN)c2ccc3ccccc3n2)cc1	0.9	12	1	33	0.43	-11	0.8	2.3*	1.8	4
CCc1ccc(C(=O)COC(=O)C(CCSC)NC(=O)C23CC4CC(CC(C4)C2)C3)cc1 (stereo not drawn)	1	-5	1	3	1.1	-10	0.7	0.9	1	-4
CCCCc1nnc(NC(=O)C2CC(=O)N(c3ccc(C)cc3)C2)s1 (stereo not drawn)	1	-4	1	-8	1.2	-13	1.2	1	1	-2
COc1ccc(NC(=O)C(=O)NCCN2CCN(C(=O)c3cccs3)CC2)cc1	1.1	-7	1	8	1.3	-8	0.9	1.1	1.1	0
Cn1c(SCCC(=O)O)nnc1-c1ccncc1	1	-5	1	.	1.1	-9	0.9	1.1	1.1	-2
Cn1cnnc1SCC(=O)Nc1ccc2nc(SCc3ccccc3Cl)sc2c1	1.1	-7	1.1	3	1.7	-16	0.8	0.9	1	-6
Nc1nc(SC2c3cccc4cccc(c34)C2NS(=O)(=O)c2ccccc2)n[nH]1 (stereo not drawn)	1.1	-10	1	7	0.78	-45	0.9	1.1	1	0
CCOc1ccccc1CN1CCN(CCCn2cccn2)CC1CCO (stereo not drawn)	1.1	-5	1	-8	1	-12	1	.	.	-3
CCOC(=O)C1(CCOc2ccccc2)CCN(Cc2cccn2-c2cccnc2)CC1	1.1	-6	1.1	-2	0.71	-7	1	1	1	-6
CC(CN1C(C)CCCC1C)OC(=O)c1ccc(Cl)cc1Cl (stereo not drawn)	1.1	-6	1	25	1.1	-7	1	1.1	1.2	-3
O=C(COC(=O)/C=C/c1ccc(S(=O)(=O)N2CCOCC2)cc1)NCc1ccc(F)cc1	1	-4	1	0	0.98	-5	1.3	1	0.9	-3
O=C(NC1=NCCS1)C1CC2CCC1C2 (stereo not drawn)	1	-3	1.1	1	0.91	-6	1	1.1	1	-8
CCCCN1CCc2[nH]c(=S)[nH]c(=O)c2C1	1	-1	1	18	1.1	-15	1	0.9	1	-1
Cc1nc2ccccc2c(=O)n1/N=C/c1cn(-c2ccccc2)nc1-c1cccs1	0.8	21	1.1	-7	1.5	-12	1	0.9	1.1	-6
CC(C)n1nc(C(=O)Nc2nc3ccc(S(C)(=O)=O)cc3s2)c2ccccc2c1=O	1.1	-7	1	.	1.1	-10	0.9	1	0.9	-1
CCOC(=O)c1ccc(NC(=S)N(CCCN2CCCC(C)C2)Cc2cccs2)cc1 (stereo not drawn)	1	-4	1.1	29	0.94	-15	0.8	0.9	1	-8
Clc1ccc(Cc2nn3c(Cn4nnc5ccccc54)nnc3s2)cc1	1	-3	1	9	1.1	8	1.1	0.9	0.9	2
CCOc1cc(-c2nn3cnnc3s2)cc(OCC)c1OCC	1.1	-11	1.1	-9	0.94	0	0.9	1	1.2	-9
CCC(=O)N1CCCn2c1nc1ccccc12	1.1	-7	1	-1	1.2	-8	0.8	1.1	1.1	1

A few values from above.
Cc1nc2ccccc2c(=O)n1/N=C/c1cn(-c2ccccc2)nc1-c1cccs1 in TNAP act hiacc = 1.1
Clc1ccc(Cc2nn3c(Cn4nnc5ccccc54)nnc3s2)cc1 in FLuc stim CS = 1

(next part)
SMILES	FLuc stim CS	FLuc inhib CS	TNAP act hiacc	APP 5'UTR act	NF-kB neuron act	TNAP inh no acc	bIAP act	PMI act hi M6P	PMI activator	TNAP inh hi DEA
Cc1coc2c1c(C)cc1oc(=O)c(Cc3ccccc3)c(C)c12	1	-1	1.1	2	1.2	0	0.9	1.1	1.1	-5
CCCCN(CC)Cc1ccc(CNC(=S)Nc2c(C)cc(C)cc2C)o1	1	1	1	13	1.3	-17	1.1	0.9	1.1	-3
Cc1ccc(OC(=O)C23CC4CC(CC(C4)C2)C3)c(C)n1	1.1	-5	1	-11	1.1	-4	1	1.2	1.1	0
O=[N+]([O-])c1ccc(NCCCNS(=O)(=O)c2ccc(Cl)cc2)c(Cl)c1	1.1	-10	1	-3	0.8	-5	0.6	0.8	0.9	0
COC(=O)c1cc(-c2cccs2)nn1-c1ccccc1	1.1	-8	1	-17	1.1	-14	0.9	1	1	-4
O=C(CN1CCCCCC1)Nc1cccc(Br)c1	1.1	-6	1.1	12	1.3	-16	0.8	1.1	1	-7
Cc1cc(C(=O)N2CCc3ccccc32)c2cc(F)ccc2n1	1	-2	1	8	1.1	-6	1	0.8	0.9	-3
COC(=O)c1cn(C(=O)c2ccc(Br)o2)c2ccccc12	1.1	-6	1	29	1.8	-6	0.9	0.8	0.8	-3
Cc1cc(C)c2c(N)c(C(=O)N3CCN(c4ncccn4)CC3)sc2n1	1	-3	1.1	3	1.3	-17	1.1	2*	1.5	-8
COc1ccc(NC(=S)NCc2ccccn2)cc1OC	1	1	1	18	1.1	-14	1	0.9	1	-4
COc1cccc(N(C(=O)Cn2nnc(-c3ccc(F)cc3)n2)C(C(=O)NCC2CCCO2)c2ccc(Cl)cc2)c1 (stereo not drawn)	1.1	-8	1.1	12	1.2	-11	1	1.1	1	-6
CCOCCCn1c(SC(C(=O)Nc2cc(C)ccc2C)c2ccccc2)nnc1-c1ccc(Cl)cc1 (stereo not drawn)	1	-4	1.1	9	0.98	-9	1.1	0.9	0.9	-6
O=C(c1ccc(CN2CCOCC2)cc1)N1CCC(Cc2ccccc2)CC1	1.1	-11	1.1	-2	0.92	-9	1	1.1	1	-10
CCC(C)NC(=O)N[C@@H](CCSC)C(=O)OC (stereo partly drawn)	1.1	-10	1	4	0.93	-3	1	1.1	1.1	-4
Cc1cccc(NC(=S)NN2CCOCC2)c1C	1.1	-7	1.1	-5	1	4	1	1.1	1.1	-7
CC(C)OC(=O)CSc1nnc(-c2ccc([N+](=O)[O-])cc2)o1	1.1	-7	1.1	-21	1.1	-10	1.1	1	1	-6
O=C(NCCc1ccc(F)cc1)c1cccs1	1	3	1	79	2.9	-5	1.1	1.2	1.2	-2
COC(=O)c1ccccc1NC(=O)n1cc(C)cn1	1.1	-8	1.1	0	0.98	0	1	0.9	1	-5
Cc1cccc(C)c1-n1cccc1/C=C1/C(=N)N2C(=NC1=O)SN=C2S(C)(=O)=O	1	0	1	1	1.1	-4	1.1	1.1	1.1	2
CCOP(=O)(OCC)C(Nc1ccc([N+](=O)[O-])cc1)c1ccc(Cl)cc1 (stereo not drawn)	1.1	-9	1	-44	1.1	-8	0.9	0.9	1	-2
Cc1cnc(NC(=O)c2cc3ccccc3o2)s1	0.1	89*	1.1	95	3.3	-21	1	1	1	-5
O=C(O)CSCC(=O)Nc1cc(C(F)(F)F)ccc1Cl	1	-2	1	4	1.1	-9	1	1	1	-2
Cc1cc(C)nc(SCc2nnc(SCC(=O)OC3CCCCC3)o2)n1	1.1	-6	1.1	11	1.2	9	1.1	1.1	1	-7
Cc1nc(-c2ccccc2O)n(-c2ccccc2)n1	1	-3	1	10	0.83	-9	1	1.1	1.1	-2
O=C(CCn1c(=S)[nH]c2ccccc2c1=O)NCCSCc1ccccc1	1	-5	1	-4	1.4	-3	0.9	1.1	1.1	2
N#Cc1nc(COc2cccc(Cl)c2)oc1N1CCCC1	1.1	-6	1.1	16	0.9	-20	0.9	1	1	-11
CC(C)Cc1ccc(-c2cc(=O)[nH][nH]2)cc1	0.8	17	1	-8	1	-22	1.3	1	1	2
O=C(O)c1cc(NCc2ccc3c(c2)OCO3)ccc1N1CCOCC1	1	-1	1	-5	0.94	-6	1	0.9	1	-1
CC(C)(C)CC(=O)Nc1ccccc1N1CCN(c2ccccc2)CC1	1	-4	1	5	1	-8	0.9	1	0.9	0
CCn1c(=N)n(CC(O)c2cccs2)c2ccccc21 (stereo not drawn)	1.1	-6	1.1	-8	1.1	-7	1	1	1	-7
Cc1ccc(OCC(=O)N2CCC(N3CCCCCC3)CC2)cc1	1.1	-12	1	6	1.2	4	1	1	1	-3
O=C(c1cccc(N2C(=O)c3ccccc3C2=O)c1)N1CCCCCC1	1.1	-8	1	1	1.1	-8	1.2	1.1	1.2	-3
O=C(c1cccc([N+](=O)[O-])c1)N1CCN(c2cccc(Cl)c2)CC1	1	-4	1	-3	0.94	-4	0.9	1	1	-3
Cc1ccc(S(=O)(=O)N2CCCCC2)cc1NC(=O)COC(=O)c1c(F)cccc1F	1	-1	1	10	1.2	0	1	1.1	1.1	-4
CC(=O)NC(CCS(C)(=O)=O)C(=O)Nc1ccc(Oc2ccccc2)cc1 (stereo not drawn)	1.1	-5	1	5	1	-7	0.9	1.1	1	0
COc1cccc(CNCCc2c[nH]c3ccccc23)c1OCc1ccc(F)cc1	1.1	-6	1.1	7	0.47	-8	0.9	1	0.9	-6
Clc1ccc(-n2nnnc2-c2ccccc2)cc1	1.1	-7	1.1	-4	1.1	-11	0.6	0.9	0.9	-5
CCOC(=O)N1CCN(c2c(NCCc3ccc(C)cc3)c(=O)c2=O)CC1	1.1	-6	1	4	1.3	-9	0.9	1	0.9	-4
CCN1CCN(C(=O)c2cn(CCOC)c(=O)c3c2c2ccccc2n3C)CC1	1	-4	1	6	1	-13	1.1	0.9	0.9	-4
Cn1c(Oc2ccc(Cl)c3cccnc23)nc2c1c(=O)n(Cc1ccccc1Cl)c(=O)n2C	1.1	-6	1	5	0.9	-2	1	0.7	0.9	1

Screening results (PubChem)

The order is random; overall some 3.6% were active at least once.
